# Bioassay records deposited in PubChem BioAssay by Sanford-Burnham Center for Chemical Genomics.
# NALP3 yeast inh: NALP3 inflammasome inhibitors in reconstituted yeast, primary screen, luminescence, uHTS. inhibition, % at 10 µM. Yeast reconstituted NLRP3/ASC/caspase-1, beta-gal luminescence, 24 h. 0.39% of 330,000 active. AID 2825, 2010;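 active = inhibition of 50% or more; inactive = inhibition below 50%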;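 also: plate controls were induced DMSO wells for no effect and uninduced yeast grown without galactose for full effect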
# A3G deaminase: APOBEC3G DNA deaminase inhibitors, primary screen, biochemical, fluorescence, single-stranded DNA substrate, uHTS; recombinant A3G, ssDNA deamination FAM/TAMRA fluorescence; 0.28% of 330,000 active; AID 493012, 2011; inhibition, % at 20 µM; DNA dC->dU-editing enzyme APOBEC-3G (Homo sapiens), Q9HC16;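 active = inhibition of at least 40% at 20 µM, with no more than 30% in the related APOBEC3A deaminase screen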;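 also: plate controls were DMSO wells with A3G for no effect and wells lacking A3G enzyme for full effect; some compounds called inactive have numbers as strong as hits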
# Target sequence (Q9HC16 whole entry, looked up): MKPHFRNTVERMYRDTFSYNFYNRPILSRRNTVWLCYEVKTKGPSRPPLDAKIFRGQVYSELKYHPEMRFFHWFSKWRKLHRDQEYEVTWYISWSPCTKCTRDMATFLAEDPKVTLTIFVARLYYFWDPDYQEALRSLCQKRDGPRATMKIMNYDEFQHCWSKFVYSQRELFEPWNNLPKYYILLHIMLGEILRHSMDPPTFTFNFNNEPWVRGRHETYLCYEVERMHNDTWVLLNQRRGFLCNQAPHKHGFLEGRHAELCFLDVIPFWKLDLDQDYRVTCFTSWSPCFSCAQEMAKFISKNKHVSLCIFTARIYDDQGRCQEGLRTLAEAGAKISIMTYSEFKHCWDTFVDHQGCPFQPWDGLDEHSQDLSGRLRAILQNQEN
# APOBEC3A inh: APOBEC3A ssDNA deaminase inhibitors, primary screen, selectivity assay for APOBEC3G inhibitor project, biochemical, FAM/TAMRA oligo cleavage fluorescence; recombinant A3A, FAM/TAMRA ssDNA deamination fluorescence; inhibition, % at 20 µM; 0.41% of 330,000 active; AID 493011, 2011;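 active = at least 40% inhibition at 20 µM here, with at most 30% in a related deaminase screen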;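 also: plate controls were A3A with DMSO for no effect and wells lacking A3A enzyme for full effect; some results filed as inactive read as strong as hits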
# Target sequence (P31941 whole entry, looked up): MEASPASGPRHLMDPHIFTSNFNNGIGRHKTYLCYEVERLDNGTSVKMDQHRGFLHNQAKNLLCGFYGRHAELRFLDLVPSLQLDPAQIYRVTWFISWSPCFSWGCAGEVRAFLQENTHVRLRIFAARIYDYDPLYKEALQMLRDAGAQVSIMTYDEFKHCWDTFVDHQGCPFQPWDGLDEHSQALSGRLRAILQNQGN
# MIN6 prolif: inducers of MIN6 beta-cell proliferation, primary screen, ATP luminescence, uHTS | AID 2380, 2010 | 0.29% of 330,000 active | MIN6 cells proliferation, ATPlite luminescence, 48 h; cells starved in 0.2% serum; 100% = growth in 10% serum | proliferation, % at 10 µM;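 active = compounds whose signal lies at least 3.5 SD above the mean of all wells on their plate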;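 also: 0% = DMSO-treated cells in low-serum medium and 100% = 10% serum control; some compounds called inactive have numbers as strong as hits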
# SENP1 inh: human SENP1 catalytic domain inhibitors, primary screen, biochemical, FRET, uHTS. Sentrin-specific protease 1 (Homo sapiens), Q9P0U3. recombinant SENP1 catalytic domain, CyPet-SUMO1-YPet FRET cleavage. inhibition, % at 10 µM. 0.21% of 360,000 active. AID 624204, 2012;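 active = inhibition at least 30% at 10 µM, raw YFP signal under a set limit, fluorescence ratio 0.5 to 1.5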;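 also: 0% = enzyme with DMSO and 100% = no enzyme wells; some results filed as inactive read as strong as hits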
# Target sequence (Q9P0U3 419-644 limits assumed): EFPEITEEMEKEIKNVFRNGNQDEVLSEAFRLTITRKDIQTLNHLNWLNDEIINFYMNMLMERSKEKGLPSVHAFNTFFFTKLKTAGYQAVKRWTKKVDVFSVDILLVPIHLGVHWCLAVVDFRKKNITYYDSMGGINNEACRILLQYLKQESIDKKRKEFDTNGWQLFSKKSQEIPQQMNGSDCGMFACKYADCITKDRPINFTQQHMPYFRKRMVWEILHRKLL
#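 System: Recombinant human SENP1 catalytic domain, His6-tagged | Incubation: Enzyme reaction for 50 min at room temperature, dark | Medium: Tris pH 8 with BME, BSA, NP40 and catalase | Also added: 25 nM SUMO1 FRET substrate | Compound: 10 µM single point, 0.5% DMSO | Measured by: FRET fluorescence in CFP and YFP emission channels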
# hIAP inh: human IAP inhibitors, primary screen, biochemical, luminescence, uHTS | purified IAP, CDP-Star luminescence, 30 min | inhibition, % at 10 µM | 0.12% of 330,000 active | AID 2544, 2010;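 active = inhibition reaching a set limit with compound at 10 µM in the primary screen, cut at about 35% in these data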;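 also: plate controls were DMSO wells with enzyme for no effect and no-enzyme buffer wells for full effect; values of inactives mirror those of a sister screen read the other way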
# mIAP act: activators of mouse IAP, primary screen, biochemical, luminescence, uHTS; intestinal alkaline phosphatase [Mus musculus]; muIAP, CDP-Star luminescence, 30 min; hits give high values; 1 = vehicle-only enzyme signal, 0 = enzyme-free wells; activation factor at 10 µM; 0.24% of 330,000 active; AID 2805, 2010;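 active = activation factor of at least 2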; also: the source names both 10 and 20 µM as test concentration; values of inactives mirror those of a sister screen read the other way
#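 System: Mouse IAP enzyme | Also added: CDP-Star substrate | Dosing: Compounds dispensed in DMSO | Schedule: 30 min enzyme-substrate-compound incubation at room temperature | Technique: Chemiluminescence readout | Control set: DMSO-only wells and no-enzyme negative control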
# hIAP act: human IAP activators, primary screen, biochemical, luminescence, uHTS; purified human IAP, CDP-Star luminescence, 30 min; hits give high values; 1 = vehicle-only enzyme, 0 = enzyme-free background; activation factor at 10 µM; 0.16% of 330,000 active;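 active = activation factor of the enzyme at least 2-fold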; also: the source names both 10 and 20 µM as test concentration; values of inactives mirror those of a sister screen read the other way
# mIAP block: inhibitors of mouse IAP, primary screen, biochemical, luminescence, uHTS. 0.2% of 330,000 active. AID 2806, 2010. purified mouse IAP, CDP-Star luminescence, 30 min. inhibition, % at 10 µM;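 active = inhibition of at least 40% at 10 µM in the primary screen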;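 also: plate controls were DMSO with enzyme for no effect and no enzyme wells for full effect; values of inactives mirror those of a sister screen read the other way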
# * = called active by the depositor; x = no result given.
Molecule	NALP3 yeast inh	hIAP act	APOBEC3A inh	mIAP block	MIN6 prolif	SENP1 inh	A3G deaminase	mIAP act	hIAP inh
O=C(O)CC(Cc1ccccc1)C(=O)NCC12CC3CC(CC(C3)C1)C2 (configuration not stated)	-2	1	-3	-5	1	2	-6	1	0
Cc1ccc(CNc2nc(N)c([N+](=O)[O-])c(NCc3ccccc3)n2)cc1	16	0.81	3	-1	0	0	-2	1	19
O=C(Cc1ccccc1)N[C@H](c1ccccc1)P(=O)(O)CO	23	0.96	15	-12	5	-1	8	1.1	4
O=C(/C=C/c1ccc([N+](=O)[O-])cc1)NCCOc1ccc(F)cc1	32	0.94	0	8	-1	0	-7	0.92	6
CC(C)(C)c1cc(C(=O)N/N=C/c2ccccn2)n[nH]1	-7	1.1	0	2	1	0	-5	0.98	-14
CCOC(=O)C1Cc2c([nH]c3ccccc23)CN1 (configuration not stated)	6	0.95	-4	3	-2	-13	-5	0.97	5
Cc1ccc(Nc2nc(-c3ccncc3)nc3ccccc23)cc1	16	0.91	-2	2	-3	0	2	0.98	9
Cc1cc(C(=O)N/N=C2\CCCC(=O)C2)c2ccccc2n1	-1	0.95	1	3	-1	2	1	0.97	5
CCOC(=O)Cn1cnc2sc3c(c2c1=O)CCC3	18	1.1	-1	-8	-1	-23	-5	1.1	-15
CC(Sc1nncs1)C(=O)Nc1ccc2c(c1)OCO2 (configuration not stated)	8	0.88	3	6	1	-1	-2	0.94	12
COc1ccccc1C(=O)Nc1ccnn1C1CCN(Cc2ccc3nonc3c2)CC1	5	1.2	-3	1	-3	1	-1	0.99	-17
O=C(Nc1ccccc1)N1CCCN(c2c(Cl)cncc2Cl)CC1	15	1.2	-4	-2	1	-1	-10	1	-16
CC(=O)c1ccc(OCCCC(=O)Nc2ccc3c(c2)OCCO3)cc1	17	0.94	0	-7	-2	0	-3	1.1	6
c1ccc(-[n+]2nc(Nc3cccc4ccccc34)sc2-c2c3ccccc3cc3ccccc23)cc1	34	0.8	0	13	-8	4	-5	0.87	20
O=C(c1c(F)cccc1F)N1CCN(c2ccccc2F)CC1	9	1.1	-3	2	0	4	-6	0.97	-9

# Rewritten with two lines to a compound: two of the compounds above
# Each structure is followed by: NALP3 yeast inh, hIAP act, APOBEC3A inh, mIAP block, MIN6 prolif, SENP1 inh, A3G deaminase, mIAP act, hIAP inh
CC(C)(C)c1cc(C(=O)N/N=C/c2ccccn2)n[nH]1
    -7, 1.1, 0, 2, 1, 0, -5, 0.98, -14
CC(Sc1nncs1)C(=O)Nc1ccc2c(c1)OCO2 (configuration not stated)
    8, 0.88, 3, 6, 1, -1, -2, 0.94, 12

# Going on with the list.
Molecule	NALP3 yeast inh	hIAP act	APOBEC3A inh	mIAP block	MIN6 prolif	SENP1 inh	A3G deaminase	mIAP act	hIAP inh
O=C(O)COc1ccccc1/C=N/NC(=O)c1ccc(F)cc1	0	1.2	2	5	0	0	-9	0.95	-16
O=C(N[C@@H](Cc1ccccc1)C(=O)N1CCN(S(=O)(=O)c2ccc(F)cc2)CC1)c1ccco1	13	0.97	-2	3	1	-1	-5	0.97	3
OC(COc1ccccc1)CN1CCCC1 (configuration not stated)	18	1	5	3	-1	0	-1	0.97	-1
OCCCNC(=S)Nc1ccc2nc(-c3ccccn3)c(-c3ccccn3)nc2c1	9	0.92	-5	-3	-2	-27	21	1	8
[O-][N+]12CCN(CC1)c1ccccc12	6	0.93	-5	-8	0	1	-3	1.1	7
CCN(c1ccccc1)S(=O)(=O)c1ccc(OC)c(NC(=O)c2ccc(=O)[nH]c2)c1	17	1.1	-4	-5	-1	1	-10	1.1	-13
O=C1c2cccc3c([N+](=O)[O-])ccc(c23)C(=O)N1O	11	0.96	30	0	-6	-29	1	1	4
O=c1cc(-c2ccc(O)c(O)c2)oc2cc(O)cc(O)c12	26	0.42	-2	34	0	25	-5	0.66	58*
Cc1ccc2c3c([nH]c2c1C)-c1nonc1CC3	-6	0.94	-1	8	4	0	-2	0.92	6
O=C(NCCCN1CCCC1)C1CCC(=O)N1C1CCCCC1 (configuration not stated)	2	1.3	1	-5	1	-2	0	1	-26
Cc1ccc(CCNC(=O)CNC(=S)N(Cc2ccccc2)Cc2cccnc2)cc1	-2	1.2	-1	-7	1	1	-3	1.1	-17
NC(=O)NC(CC(=O)NCCc1ccc(S(N)(=O)=O)cc1)c1ccccc1Cl (configuration not stated)	11	1.1	-1	-2	-3	0	-6	1	-12
COc1ccc(OC)c(S(=O)(=O)Nc2cc3c4c(c2)CCC(=O)N4CCC3)c1	22	0.97	-1	2	-4	2	-5	0.98	3
CCOC(=O)C(C)Oc1cccc2c(=O)n(CC(=O)NCCc3ccccc3)ccc12 (configuration not stated)	-7	1.1	-7	-26	-2	-1	-3	1.3	-14
COc1ccccc1N(Cc1cc(=O)[nH]c2ccccc12)C(=O)C(C)C	20	0.92	-3	5	-1	1	-11	0.95	8
Cc1nc(C)n(C(C)CNS(=O)(=O)c2ccc(C)c(C)c2)n1 (configuration not stated)	11	1.2	10	-4	-3	1	-5	1	-20
Cc1cccc(N(Cc2ccccc2)C(=O)c2ccc(F)c(S(=O)(=O)N3CCOCC3)c2)c1	15	0.92	-3	3	0	-1	-7	0.97	8
CCCS(=O)(=O)N1CCCC(C(=O)NCCCN(C)c2ccccc2)C1 (configuration not stated)	6	1.1	0	4	2	-2	0	0.96	-14
O=C(CN1C(=O)CCSc2ccccc21)NC1CCCCC1	4	1.1	-7	2	2	2	-9	0.98	-7
O=C(CSc1nnc(CNC(=O)c2cccs2)o1)Nc1ccccc1	3	0.78	0	1	-3	0	-1	0.99	22
COc1ccc(-c2csc(Nc3ccc(S(=O)(=O)Nc4cc(C)on4)cc3)n2)cc1C	7	1	0	17	-6	-4	-9	0.83	-3
O=C(N/N=C/C1=Cc2ccccc2OC1)c1ccncc1	4	0.94	-3	-1	-1	1	-11	1	6
C[N+]1(CC(=O)OCCCc2ccccc2)CCCCC1	-7	0.89	48*	0	-2	1	16	1	11
Cc1ccc(NC(=O)CNC(=O)c2sc3ccccc3c2Cl)nc1	23	0.97	1	2	-5	-6	-1	0.98	3
O=C(CSc1n[nH]c(=O)[nH]c1=O)NC1CCCCC1	6	1.1	7	2	-1	2	6	0.98	-14
CC(=O)n1cc([C@@H]2C=C(C(=O)Nc3ccccc3)O[C@H](OCc3ccc(CO)cc3)C2)c2ccccc21	-13	0.96	-2	-7	-7	-3	-9	1.1	4
Cc1ccc(NC(=O)CS(=O)(=O)c2c[nH]c3ccccc23)c(C)c1	-13	1.1	2	8	-2	1	-3	0.92	-8
CC(/C=N/O)Cc1ccc2c(c1)OCO2 (configuration not stated)	16	0.91	-4	-1	2	0	-4	1	9
COc1ccc(NC(=O)CN(C)C(=O)Cn2cnc3c2c(=O)n(C)c(=O)n3C)cc1	6	1.2	-6	-3	-4	1	-7	1	-16
CC(Sc1nnc(N)s1)c1ccccc1Cl (configuration not stated)	6	0.87	3	-4	1	-1	-4	1	13
COc1ccc(OC)c(NS(=O)(=O)c2ccc(Br)s2)c1	-12	0.93	-4	-8	1	x	3	1.1	7
Cc1nnc(SC(C)C(=O)Nc2ccc3ccccc3c2)[nH]c1=O (configuration not stated)	-3	0.96	-1	5	0	-2	-5	0.95	4
COc1cc2c(cc1OC)C(=O)CC(C)S2 (configuration not stated)	24	1.3	10	-12	-2	-33	2	1.1	-27
COc1ccccc1CN1CC(C(=O)NCCC2=CCCCC2)CCC1=O (configuration not stated)	0	0.94	-4	-1	-3	1	-6	1	6
C=CCOCCN(C)C1=NS(=O)(=O)c2cc([N+](=O)[O-])ccc21	19	1	-3	3	1	2	-8	0.97	0
Cc1ccc(SCc2cc(-c3ccc(Cl)cc3)on2)cc1	16	0.81	2	6	-1	1	2	0.94	19
COc1ccc(N2C(=S)N=C(Nc3ccccc3)C23CCCCC3)cc1	11	1	-4	-15	-2	-1	-2	1.2	-1
O=C(NCSc1ccnc(SCNC(=O)c2ccccc2)n1)c1ccccc1	21	0.88	-3	0	-2	0	-5	1	12
Cc1ccccc1OCC(=O)NCCc1nc2ccccc2[nH]1	-2	1.1	1	-14	-2	0	2	1.1	-7
O=C(OCC(=O)N1CCOCC1)c1ccc(F)cc1Cl	12	1.2	-2	4	0	1	-5	0.96	-21
C/C(=N/Nc1ccc(C(=O)O)cc1)c1ccc(O)c(O)c1O	10	0.9	8	11	0	1	-3	0.89	10
O=C(Nc1ccc(F)cc1)Oc1ccc[nH]c1=O	14	1.1	-1	-1	-2	4	-2	1	-6
NNC(=O)c1c(O)c2cccc3c2n(c1=O)CCC3	62*	0.96	1	-9	-5	-3	1	1.1	4
CCOc1ccc(Oc2nc(Nc3ccc(C)cc3)nc(N(C)C)n2)nn1	15	0.99	-2	-9	-4	2	-4	1.1	1
Cn1cc([N+](=O)[O-])c(C(=O)N/N=C/c2ccc3c(c2)OCO3)n1	20	0.94	-1	2	7	1	-4	0.98	6
O=C(OCCNc1ccc(C(F)(F)F)cc1[N+](=O)[O-])c1cc2ccccc2oc1=O	22	0.84	3	8	0	1	0	0.92	16
COc1ccc(OC)c(-c2nn(-c3ccccc3)cc2C(=O)NCC2CCCO2)c1 (configuration not stated)	9	1.1	1	-1	8	0	-7	1	-14
CC(=O)OC(c1nc2ccccc2c(=O)n1C1CC2(OC1=O)c1ccccc1N1C(=O)C(C)(C)N(O)C12)C(C)C (configuration not stated)	17	1	7	8	-1	-20	0	0.92	-3
Cc1ccc(S(=O)(=O)Nc2ccc(C(=O)NCc3ccccn3)cc2)cc1	2	0.8	-4	1	-1	1	-8	0.99	20
CC(=O)C(CC(=O)N1CCCC1)C(=O)Nc1ccc(Cl)cc1 (configuration not stated)	12	1	-2	1	3	1	-5	0.99	-3
OC[C@@H](O)[C@@H](O[C@H]1O[C@H](CO)[C@@H](O)[C@H](O)[C@H]1O)[C@H](O)[C@@H](O)CO	2	1	-1	2	0	-1	-3	0.98	0

# Just mIAP act, for some of the entries so far:
SMILES	mIAP act
Cc1nc(C)n(C(C)CNS(=O)(=O)c2ccc(C)c(C)c2)n1 (configuration not stated)	1
CCOC(=O)C1Cc2c([nH]c3ccccc23)CN1 (configuration not stated)	0.97
CCN(c1ccccc1)S(=O)(=O)c1ccc(OC)c(NC(=O)c2ccc(=O)[nH]c2)c1	1.1

# This is a subset; count on the stated rates, not on these rows.
